Compound activity as filed in PubChem.
HTT ATP protect: cytoprotection in Huntington HTT-Q103 PC12 cell model | PC12 HTT-Q103 induced, cytoprotection, ATP luminescence, 40 h | Potency, µM (doses to about 56.4 µM), for inactives: cytoprotection (ATP increase), actives largely listed as activators | 230,000 compounds, 0.14% hits;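 further: % of control where 0% means no effect; nearly all actives have a fitted effect of over 45% in size; toxic huntingtin expression switched on by the ecdysone agonist tebufenozide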
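Readout: ATPlite luminescence (ATP level). Model: stable PC12, inducible Htt exon1 Q103-GFP. Inducer: tebufenozide, 100 nM final. Compounds: dose series. No G418 in medium.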
GoLoco inh red: blocks human Gai1 binding to RGS12 GoLoco peptide, red readout. AID 880. Gai1:RGS12 GoLoco peptide FP, rhodamine, 10 min. 230,000 compounds, 0.44% hits. P63096. Potency, µM (doses to about 61.6 µM), for the others: at the highest dose activity, negative = inhibition, hits mostly inhibitors; active means well fitted inhibition curve with a large enough effect, not every such curve was filed as active; inactive means no such curve, though single readings can be large or run the other way; further: on the % scale 0 is the no-effect control and ±100 the full control effect; nearly all actives have a fitted effect of over 30% in size; many of its hits are not listed in these tables
Target sequence (P63096 whole entry, looked up): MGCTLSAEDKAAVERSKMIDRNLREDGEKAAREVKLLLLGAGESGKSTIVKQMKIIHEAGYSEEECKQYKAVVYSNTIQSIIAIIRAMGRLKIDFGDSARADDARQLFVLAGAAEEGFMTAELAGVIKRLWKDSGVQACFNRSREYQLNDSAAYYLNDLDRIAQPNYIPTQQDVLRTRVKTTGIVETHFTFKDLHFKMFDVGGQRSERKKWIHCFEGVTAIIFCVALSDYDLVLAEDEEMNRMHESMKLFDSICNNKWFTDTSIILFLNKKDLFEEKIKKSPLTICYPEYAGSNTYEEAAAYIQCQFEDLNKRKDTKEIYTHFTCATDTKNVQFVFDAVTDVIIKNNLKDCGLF
GAA spleen mod: inhibits or activates alpha-glucosidase in human spleen homogenate | 240,000 compounds, 0.006% hits | Potency, µM (series often up to 79.9 µM), inactives show at the top dose activity change, negative = inhibition, usual class: inhibitors | human spleen homogenate, 4-MU-alpha-glucoside fluorescence | P10253 | AID 2112;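 further: 0% = enzyme with vehicle and -100% = no enzyme basal signal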
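AC50 values come from Hill-equation fits of concentration-response data, normalized to no-enzyme and full-activity controls. Enzyme source: 1 ug human spleen homogenate; 1 mM fluorogenic 4-MU glucoside, pH 5.0 citrate buffer, 37 C, 40 min.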
GAA inhib: inhibitors of human lysosomal alpha-glucosidase; P10253; AID 1466; Potency, µM (highest dose often 76.9 µM), without a hit: top-dose activity change, negative = inhibition, hits mostly inhibitors; 200,000 compounds, 0.005% hits; purified human GAA, 4-MU-alpha-glucoside fluorescence;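 further: plate controls were uninhibited enzyme wells for no effect and no-enzyme background for full effect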
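Human alpha-glucosidase, 4 nM, pre-mixed with test compounds before 400 uM 4-methylumbelliferyl substrate; 20 min room temperature at pH 5.0. Fluorescence read after pH 10 stop; AC50 values from Hill-equation fits.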
HttQ103 aggreg: inhibitors of mutant huntingtin aggregate formation in PC12 cells. 220,000 compounds, 1.1% hits. PC12 HttQ103-GFP aggregates, Acumen cytometry, 40 h. Potency, µM (highest dose often 46.1 µM), for inactives: at the highest dose activity change, negative = inhibition, hits mostly inhibitors. AID 1688; further: on the % scale 0 is the no-effect control and ±100 the full control effect; nearly all actives have a fitted effect of over 60% in size
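Steps: seed 1500 PC12 HTTQ103-GFP cells/well; add tebufenozide, 100 nM final; add compound titration; add ATPLite reagent; quantify GFP aggregates by laser scanning cytometry.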
GAA glycogen mod: GAA glycogen-cleavage inhibition or activation; recombinant GAA, glycogen substrate, Amplex Red glucose oxidase fluorescence; 300,000 compounds, 0.38% hits; Potency, µM (titrated, usually from 76.4 µM), for inactives: top-dose activity change, negative = inhibition, actives largely listed as inhibitors; AID 2100; P10253;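 further: 0% = full enzyme reaction and -100% = no-enzyme basal signal; the screen sought inhibitors and activators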
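Recombinant human enzyme (4 nM); glycogen substrate; 37 C, 40 min, pH 5.0. Readout: coupled glucose oxidase/Amplex Red fluorescence.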
IMPase Li inh: membrane-permeable IMPase blocker, potentiated with lithium. CHO-M1 cells, IP1 TR-FRET (IP-One), carbachol + lithium. Potency, µM (titrated, usually from 59.4 µM), without a hit: at the highest dose activity, negative = IMPase inhibition, usual class: inhibitors. 210,000 compounds, 0.35% hits;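 further: IP1 builds up when IMPase is blocked and the TR-FRET signal falls; plate controls were basal vehicle for no effect and high inhibitor control for full effect; nearly all actives have a fitted effect of over 50% in size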
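CHO-M1, 2000 cells/well, 16–30 h culture; cpd + low Li+, 30 min 37C; lysis with d2-IP1/Eu-anti-IP1 Ab, 10 min RT; TR-FRET 665/620 ratio and 620 channel; AC50 via Hill.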
Numbers without * were called inactive; ? = inconclusive; . = no result given; [ ] = dose if it differs, or a comment. Unless noted, the call rests on the fitted dose curve; in most records, active means well fitted curve in the direction sought with a large enough effect; inconclusive means small, poorly fitted or top-dose-only effect, or another doubt; inactive means no such curve, though single readings can be large; an effect the other way counts as inactive or inconclusive. Potency means the concentration at half of the fitted maximal effect. Not all compounds are listed; the hit share may differ from the screen's.

SMILES	HTT ATP protect	GoLoco inh red	GAA spleen mod	GAA inhib	HttQ103 aggreg	GAA glycogen mod	IMPase Li inh
CCOC(=O)C1CCCN(C(=O)COc2ccc(N(C)S(=O)(=O)c3ccc(C)cc3)cc2)C1 (stereo not drawn)	-8%	3%	-10%	-10%	-1%	-11%	9%
CCCn1c(=O)c(C(=O)Nc2cnccn2)c(O)c2ccccc21	4%	14%	-1%	0%	-3%	-15%	15%[38.3 µM]
CCCn1c(N)c(N2CCCCC2)c(=O)n(CC(=O)Nc2ccccc2C)c1=O	-7%	4%	0%	-4%	15%[9.22 µM]	?	20%[38.3 µM]
COCCNc1ncnc2ccc(-c3ccc(N(C)C)cc3)cc12	-55%[inhibitor]	-16%	-1%	.	.	.	6%
O=C1CCS/C(=N\N=C\c2ccc(Cl)cc2Cl)N1	12%[10 µM]	1%	-9%	-4%	14%[9.22 µM]	-6%	.
COc1ccccc1CSc1nc2ccccc2[nH]1	-13%[10 µM]	5%	-1%	5%	-9%	4%	6%
CN(Cc1ccccc1)c1nc(CN2CCOCC2)nc2scc(-c3ccccc3)c12	3%[10 µM]	17%	6%	-1%	-26%	-1%	13%
Cc1ccc(N(C(=O)c2ccco2)C2C=CS(=O)(=O)C2)cc1 (stereo not drawn)	26%[10 µM]	-3%	-7%	5%	15%	4%	3%
Cc1cc(OCC(=O)Nc2ccc(OCc3ccccc3)cc2)nc(C(C)C)n1	-10%	1%	-15%	-6%	-11%	3%	23%[38.3 µM]
Cn1c(Cc2ccccc2)nnc1SCC(=O)N1CCCCC1	6%[10 µM]	4%	-6%	-10%	6%	2%	-6%
COc1cc(NC(=S)N2CCC(C(O)(c3ccccc3)c3ccccc3)CC2)cc(OC)c1	.	3%	3%	1%	-5%	-9%	-9%
COc1ccc(CSc2nnnn2C)cc1[N+](=O)[O-]	-12%	-5%	-4%	-7%	31%	5%	1%[38.3 µM]
COc1ccc2c(c1)cc(C)c1nnc(SCC(=O)N3CCN(C(=O)c4ccco4)CC3)n12	6%[10 µM]	0%	6%	1%	19%	2%	-7%[38.3 µM]
COc1ccc(CNC(=O)CN=C2NC(=O)C(c3ccccc3)(c3ccccc3)N2)cc1	.	7%	-10%	2%	15%	5%	0%
CSc1ccc(S(=O)(=O)N(CC(=O)NN=C2CCN(C)CC2)c2ccc(C)cc2)cc1	-52%[inhibitor]	4%	1%	2%	-10%	1%	-5%
COc1ccc(/C=N/n2c(-c3cc(C)[nH]n3)n[nH]c2=S)cc1	-4%[10 µM]	6%	3%	.	-3%[9.22 µM]	-9%	.
Cc1ccc(Sc2cc(Cl)nc(N)n2)cc1	-4%	8%	2%	2%	6%	11%	-13%[38.3 µM]
CCOc1cc(/C=N/n2cnnc2)c(Br)cc1O	-4%	-13%	-16%	?	-16%	-8%	3%[38.3 µM]
O=C(Nc1c(C(=O)Nc2cccc3ccccc23)cnn1-c1ccccc1)c1ccco1	-17%[10 µM]	-6%	1%	5%	-15%	11%	8%
C/C=C1/C(=O)C[C@H]2[C@@H]3CCC4=CC(=O)CC[C@]4(C)[C@H]3CC[C@]12C	-57%[inhibitor]	-5%	3%	.	.	.	7%
Cc1oc(-c2cccs2)nc1CN1CCC(CO)(CCOc2ccccc2)CC1	13%[10 µM]	15%	1%	-5%	-2%[9.22 µM]	-7%	12%
Cc1cccc(CC2SC(N3CCN(c4ccccc4)CC3)=NC2=O)c1 (stereo not drawn)	17%[10 µM]	-6%	4%	-3%	-4%	-7%	0%
Cc1ccc(C(=O)NCc2cccs2)cc1S(=O)(=O)N1CCCCC1	-7%[10 µM]	1%	-8%	0%	-21%	0%	18%[38.3 µM]
Nc1n[nH]c(-c2ccccc2[N+](=O)[O-])n1	15%[10 µM]	3%	10%	3%	-12%	6%	4%
COc1ccccc1NC(=O)CCc1nc(-c2ccccc2F)no1	0%	9%	-3%	11%	5%	23%	12%
CCOc1ccccc1NC(=S)NC(=O)CCCOc1ccc(Cl)cc1Cl	?	5%	7%	-8%	-2%[9.22 µM]	-11%	7%[38.3 µM]
CSc1nc2c(c(=O)[nH]1)C(c1cccc(Cl)c1)CC(=O)N2 (stereo not drawn)	-38%[inhibitor]	-3%	-9%	2%	-4%	6%	-1%
CS(=O)(=O)N(CC(=O)Nc1ccc(S(=O)(=O)N2CCOCC2)cc1)c1ccccc1Cl	19%[10 µM]	-1%	-3%	6%	0%[9.22 µM]	-1%	3%
COC(C[C@@H](O)C[C@H](O)COCc1ccccc1)OC	2%[10 µM]	6%	-2%	.	7%[9.22 µM]	4%	.
Cc1ccc2c(C)nc(NC3=NCN(CCc4ccccc4)CN3)nc2c1	4%	-1%	0%	?	-11%	8%	29%[38.3 µM]
Cc1cccc(Oc2c(C=O)c3ccccc3n2C)c1	-58%[inhibitor]	10%	-1%	2%	-12%	-3%	15%[38.3 µM]
COc1ccc(Cl)cc1C(=O)Nn1c(-c2cccs2)nc2ccccc2c1=O	-19%[10 µM]	-21%	-1%	2%	-12%	-11%	-4%
COc1ccc(-c2csc(Nc3ccc(S(=O)(=O)Nc4cc(C)on4)cc3)n2)cc1C	-182%[inhibitor]	9%	-1%	0%	22%[9.22 µM]	?	14%
CCN1C(=O)C(O)(CC(=O)c2ccccn2)c2ccccc21 (stereo not drawn)	6%	2%	0%	-2%	10%	6%	35%[38.3 µM]
Cc1cc(CN(C)C(=O)c2cc(COc3ccc(F)cc3Cl)on2)n[nH]1	33%[10 µM]	9%	-3%	14%	19%[9.22 µM]	15%	3%
CCc1nnc(NC(=O)CSc2nc3cc(OC)c(OC)cc3cc2C)s1	2%[10 µM]	16%	-7%	-5%	36%[9.22 µM]	-1%	20%
Cc1cc(C)n(C2CCCCC2OC(=O)c2ccccc2F)n1 (stereo not drawn)	-8%	-5%	-8%	2%	8%	-4%	-16%[38.3 µM]
Cc1ccc(NC(=O)c2ccccc2-c2cc(C)no2)cc1	0%	9%	-4%	-2%	21%	-6%	8%
Cc1nc2ccc(S(=O)(=O)NC(C(=O)N3CCn4c3nc3ccccc34)C(C)C)cc2s1 (stereo not drawn)	4%	2%	-7%	-1%[15.4 µM]	6%	8%	8%[38.3 µM]
CCN(CC)C(=O)CN(c1cccc(OC)c1)S(=O)(=O)c1ccc(C)cc1	6%	-12%	-14%	-5%	0%	9%	31%[activator][38.3 µM]
Cc1nc(C(=O)Nc2ccc(Cl)cc2)nn1-c1ccc([N+](=O)[O-])cc1	0%[10 µM]	-15%	-3%	2%	-2%	4%	-6%
CC1S/C(=N/N=C/c2ccco2)N(Cc2ccccc2)C1=O (stereo not drawn)	3%[10 µM]	8%	1%	-8%	14%[9.22 µM]	-14%	.
CCOC(=O)c1c(NC(=O)C2C3CCC(O3)C2C(=O)O)sc(C)c1-c1ccc(C)cc1 (stereo not drawn)	-10%	-5%	-2%	5%	2%	-8%	-6%[38.3 µM]
CCOC(=O)c1nc(-c2ccccc2)oc1N(C)C	3%	0%	-15%	5%	-11%	-1%	5%[38.3 µM]
CCC(C)Cn1c(C(C)O)nc2ccccc21 (stereo not drawn)	14%	1%	3%	-4%	-4%	5%	19%[38.3 µM]

Part of the list above in a different format.
Under each structure: HTT ATP protect	GoLoco inh red	GAA spleen mod	GAA inhib	HttQ103 aggreg	GAA glycogen mod	IMPase Li inh
- CC1S/C(=N/N=C/c2ccco2)N(Cc2ccccc2)C1=O (stereo not drawn)
 : 3%[10 µM]	8%	1%	-8%	14%[9.22 µM]	-14%	.
- COc1ccc(Cl)cc1C(=O)Nn1c(-c2cccs2)nc2ccccc2c1=O
 : -19%[10 µM]	-21%	-1%	2%	-12%	-11%	-4%
- Cc1cc(C)n(C2CCCCC2OC(=O)c2ccccc2F)n1 (stereo not drawn)
 : -8%	-5%	-8%	2%	8%	-4%	-16%[38.3 µM]
- Cc1ccc(NC(=O)c2ccccc2-c2cc(C)no2)cc1
 : 0%	9%	-4%	-2%	21%	-6%	8%

Next records follow.
SMILES	HTT ATP protect	GoLoco inh red	GAA spleen mod	GAA inhib	HttQ103 aggreg	GAA glycogen mod	IMPase Li inh
O=C(CNC(=S)N(CCCN1CCOCC1)Cc1cccs1)NC1CCCC1	-46%[inhibitor]	2%	7%	-1%	20%	1%	7%
CC(=O)Nc1ccc2nc(SCC(=O)O)sc2c1	3%[4.97 µM]	4%	-4%	-10%	7%	5%	-4%[38.3 µM]
Cc1cccc(Cn2c(SCCN3CCCCC3)nc3c2c(=O)[nH]c(=O)n3C)c1	-8%[10 µM]	-7%	2%	.	11%[9.22 µM]	3%	.
Cc1ccc(Cn2cccc2C2=NC(C)CO2)cc1 (stereo not drawn)	6%	12%	1%	-5%	13%[9.22 µM]	4%	48%[activator][38.3 µM]
CCOc1ccccc1N(CC)C(=O)Cn1ncc2c(=O)oc3ccccc3c21	0%	6%	-22%	5%	22%	-1%	3%
OCCNc1nc(-c2ccccc2)nc2c1oc1ccccc12	31%[10 µM]	-6%	0%	.	-8%[9.22 µM]	3%	.
CN1CCN(c2ncnc3ccc(-c4ccc(C(=O)N(C)C)cc4)cc23)CC1	-46%[inhibitor]	-5%	3%	.	.	.	8%
Cc1ccc(Cl)cc1N1CCN(C(=O)Cc2c(C(=O)O)[nH]c3ccccc23)CC1	-10%	11%	3%	-9%	-8%	4%	33%[activator][38.3 µM]
O=C(Nc1ccccc1)N1CC2(CCN(C(=O)c3ccco3)CC2)C1	?	1%	6%	.	.	.	2%
O=C(Nc1ccccc1N1CCCC1)c1cccnc1Cl	0%[10 µM]	2%	-3%	4%	-12%	?	5%
COc1ccc(Cl)cc1NC(=O)c1ocnc1C	-24%[0.074 µM]	.	3%	-11%	-30%	4%	.
CC(C)N(CCNCC(O)COc1ccc(C(C)(C)c2ccccc2)cc1)C(C)C (stereo not drawn)	-56%[inhibitor]	-1%	1%	-12%	-6%	6%	16%
CCN(CC)S(=O)(=O)c1cccc(NC(=O)c2cc(-c3cccs3)nn2-c2ccccc2)c1	19%[10 µM]	0%	11%	-2%	-14%	-8%	4%
O=C(/C=C/c1ccco1)N1CCN(C/C=C/c2ccccc2)CC1	21%[10 µM]	6%	-3%	-3%	13%	19%	17%
CC(=O)Nc1sc2c(c1CN1CCN(c3ccccn3)CC1)CCCC2	?	4%	-16%	-13%	11%[9.22 µM]	2%	9%[38.3 µM]
Nc1cc(=O)[nH]c(SCC(=O)Nc2nnc(-c3ccccc3)s2)n1	-23%	4%	2%	0%	1%	6%	-10%
CCOC(=O)C1=C(N)OC2=C(C(=O)CC(C)(C)C2)C1c1cccs1 (stereo not drawn)	17%[10 µM]	-1%	0%	-1%	-12%	4%	20%
